rTrxR1 inhibitor = blocks rat thioredoxin reductase 1. O89049. recombinant rTrxR1, NADPH fluorescence consumption, selenite substrate. Potency, µM (titrated, usually from 114 µM), without a hit: at the top dose activity change, negative = inhibition, usual class: inhibitors. 390,000 compounds, 1% hits. AID 588453; note: % is set by controls: 0 for no effect and ±100 for the full control effect; nearly all actives have a fitted effect of over 65% in size
Target sequence (O89049 whole entry, looked up): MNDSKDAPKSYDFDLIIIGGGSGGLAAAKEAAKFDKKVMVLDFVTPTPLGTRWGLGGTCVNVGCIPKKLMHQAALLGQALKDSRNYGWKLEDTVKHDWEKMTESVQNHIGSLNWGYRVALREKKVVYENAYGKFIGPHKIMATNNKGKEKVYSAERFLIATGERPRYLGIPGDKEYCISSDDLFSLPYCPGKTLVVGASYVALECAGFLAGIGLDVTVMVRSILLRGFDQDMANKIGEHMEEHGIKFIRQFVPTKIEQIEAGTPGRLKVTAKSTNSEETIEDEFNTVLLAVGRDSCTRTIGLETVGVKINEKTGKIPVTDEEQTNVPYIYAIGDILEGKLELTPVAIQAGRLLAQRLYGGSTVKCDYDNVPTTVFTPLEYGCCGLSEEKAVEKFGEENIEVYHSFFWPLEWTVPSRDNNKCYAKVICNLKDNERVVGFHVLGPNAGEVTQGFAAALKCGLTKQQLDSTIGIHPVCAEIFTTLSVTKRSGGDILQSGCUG
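Rat TrxR1 (90 nM in the dispensed reagent) was pre-reduced with 400 uM NADPH for 5 min at room temperature, then incubated with compound for 15 min. After 400 uM selenite was added, NADPH fluorescence (Ex 340/Em 450 nm) was followed for 8 min.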
RXFP1 agonist = agonists of human relaxin receptor RXFP1 | Q9HBX9 | HEK293T-RXFP1 cAMP TR-FRET, 30 min; response scale: percent of porcine relaxin response, buffer zero | Potency, µM (doses to about 57.5 µM), for the others: top-dose activation, usual class: activators | 370,000 compounds, 0.3% hits; note: % is set by controls: 0 for no effect and ±100 for the full control effect; nearly all actives have a fitted effect of over 60% in size; many of its hits are not listed in these tables
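HEK293 cells stably expressing RXFP1, treated 30 min at 37C with compounds plus PDE4 inhibitor Ro 20174; cAMP measured by HTRF TR-FRET. Normalized to buffer and 29 nM porcine relaxin; EC50 by Hill fit.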
TrxR1 substrate = is turned over as a substrate by rat TrxR1. O89049. AID 588456. 390,000 compounds, 0.01% hits. Potency, µM (titrated, usually from 114 µM), for inactives: at the top dose activity change, negative = substrate turnover. purified TrxR1 substrate turnover, NADPH consumption readout; note: % is set by controls: 0 for no effect and ±100 for the full control effect; nearly all actives have a fitted effect of over 50% in size
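Rat TrxR1, dispensed at 90 nM, was prereduced with 400 uM NADPH (final) for 5 min at ~22 deg C, then incubated with compound 15 min before 400 uM selenite. A first-read NADPH fluorescence drop versus no-compound background flagged substrates.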
12-LOX inh = blocks human arachidonate 12S-lipoxygenase; P18054; purified 12hLO, xylenol orange hydroperoxide absorbance; Potency, µM (highest dose often 108 µM), for the others: at the top dose activity change, negative = inhibition, actives largely listed as inhibitors; 580,000 compounds, 1.1% hits; AID 1671190; note: % is set by controls: 0 for no effect and ±100 for the full control effect
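Purified human 12hLO (150 nM final) in 25 mM Hepes, 0.01% Triton X-100, pH 7.0 was preincubated 15 min at room temperature with compound. Then 40 uM arachidonic acid was added, 30 min. Hydroperoxide was read by Fe-XO absorbance ratio 573/405 nm.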
RGS4 inhibitor = human RGS4 inhibition; P49798; Transcreener GDP fluorescence polarization, RGS4-accelerated GTP hydrolysis; Potency, µM (series often up to 114 µM), inactives show at the highest dose activity change, negative = inhibition, hits mostly inhibitors; 390,000 compounds, 0.039% hits; AID 504845; note: % is set by controls: 0 for no effect and ±100 for the full control effect; nearly all actives have a fitted effect of over 75% in size; some results filed as inactive show a strong effect at the top dose
Target sequence (P49798 whole entry, looked up): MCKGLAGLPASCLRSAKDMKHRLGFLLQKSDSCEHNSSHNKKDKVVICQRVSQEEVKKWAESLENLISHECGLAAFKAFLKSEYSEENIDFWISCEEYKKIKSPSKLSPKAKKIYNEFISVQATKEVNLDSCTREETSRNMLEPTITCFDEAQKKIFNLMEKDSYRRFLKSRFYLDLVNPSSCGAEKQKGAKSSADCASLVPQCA
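MLSMR compounds (23 nl, pin-transferred) preincubated 10 min at room temperature with a 500nM (2x) first reagent, then RGS4 at 900nM (2x) plus Transcreener GDP mix added; fluorescence polarization (620/688 nm) read before and after 90 min at 30 °C.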
mIDH1 inhibitor = inhibitors of human mutant IDH1 R132H; IDH1-R132H enzyme, NADPH consumption, diaphorase/resazurin fluorescence; Potency, µM (highest dose often 76.6 µM), for inactives: at the top dose activity change, negative = inhibition, actives largely listed as inhibitors; 390,000 compounds, 0.093% hits; note: % is set by controls: 0 for no effect and ±100 for the full control effect; nearly all actives have a fitted effect of over 65% in size
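IDH1-R132H (0.5 ug/mL dispensed) in pH 7.5 Tris buffer was preincubated 30 min with compound, then given a substrate mix of 0.016 mM NADPH and 2 mM alpha-KG for 80 min at room temperature; remaining NADPH was read by diaphorase/resazurin fluorescence.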
USP1 inh = inhibitors of human USP1/UAF1 deubiquitinase. recombinant USP1/UAF1, Ub-Rhodamine cleavage fluorescence. Potency, µM (doses to about 57.1 µM), without a hit: at the highest dose activity change, negative = inhibition, hits mostly inhibitors. O94782. 390,000 compounds, 0.23% hits; note: % is set by controls: 0 for no effect and ±100 for the full control effect; nearly all actives have a fitted effect of over 60% in size; inactives centre near -12
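In this screen, compounds sit with the deubiquitinase complex (1nM) for 15 min at room temperature before Ub-Rho is added at 150nM final. Fluorescence rise is then followed for 6 reads every 60 seconds.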
Vif-APOBEC3G blk = Vif-A3G binding inhibition; Q9HC16; HeLa A3G-eYFP + Vif (tagged APOBEC3G with the HIV-1 protein that degrades it), YFP fluorescence, overnight; Potency, µM (top dose mostly 46.1 µM), inactives show at the top dose activity, negative = active, hits mostly inhibitors; 410,000 compounds, 0.076% hits; AID 602310;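 note: % is set by controls: 0 for no effect and ±100 for the full control effect; nearly all actives have a fitted effect of over 60% in size; hits raise eYFP signal because A3G escapes Vif-driven loss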
Target sequence (Q9HC16 whole entry, looked up): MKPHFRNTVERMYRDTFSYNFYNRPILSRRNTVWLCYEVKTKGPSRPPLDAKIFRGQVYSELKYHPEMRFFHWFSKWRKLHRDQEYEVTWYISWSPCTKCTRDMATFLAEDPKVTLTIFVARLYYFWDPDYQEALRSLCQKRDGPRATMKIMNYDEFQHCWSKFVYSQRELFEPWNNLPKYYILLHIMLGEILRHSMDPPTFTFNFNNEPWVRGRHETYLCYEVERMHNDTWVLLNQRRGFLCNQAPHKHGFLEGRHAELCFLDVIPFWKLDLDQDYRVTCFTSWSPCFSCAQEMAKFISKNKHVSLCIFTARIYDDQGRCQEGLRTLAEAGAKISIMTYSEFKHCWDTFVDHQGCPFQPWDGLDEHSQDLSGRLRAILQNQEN
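Read-out is eYFP fluorescence (Ex 488/Em 500-530) from Vif-expressing HeLa A3G-eYFP cells; more signal means A3G escaped Vif-mediated degradation. Cells plated overnight, compound pinned in, incubated overnight at 37 deg C.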
Vif-APOBEC3F blk = blocks the Vif interaction with APOBEC3F | HeLa A3F-eYFP + Vif (tagged APOBEC3F with the HIV-1 protein that degrades it), YFP fluorescence increase | Potency, µM (top dose mostly 46.1 µM), for inactives: at the highest dose activity, negative = active | 390,000 compounds, 0.2% hits | AID 602313; note: % of control where 0% means no effect; nearly all actives have a fitted effect of over 65% in size
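Fluorescence increase (Ex 488/Em 500-530) after overnight compound treatment at 37 deg C flags inhibition of Vif-driven A3F-eYFP loss in stable HeLa A3F-eYFP/Vif cells seeded overnight beforehand.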
* = called active by the depositor; i = inactive; ? = inconclusive; . = not tested or not shown; & = joins results of further samples; [ ] = another dose, or the depositor's remark. Calls come from the whole dose curve; as a rule, active = well fitted curve in the direction sought with a large enough effect; inconclusive = small, poorly fitted or top-dose-only effect, or another doubt; inactive = no such curve, though single readings can be large; an effect the other way counts as inactive or inconclusive. Potency is the fitted concentration of half-maximal effect.

Molecule | rTrxR1 inhibitor | RXFP1 agonist | TrxR1 substrate | 12-LOX inh | RGS4 inhibitor | mIDH1 inhibitor | USP1 inh | Vif-APOBEC3G blk | Vif-APOBEC3F blk
C[C@H](CO)N1C[C@H](C)[C@@H](CN(C)Cc2ccncc2)Oc2c(NC(=O)Cc3ccccc3)cccc2C1=O | ? | . | -9% | 1% | -6% | 5% | 20% | -29% | -4%
CC1CCN(C(=S)NC2CC3CCC2C3)CC1 (stereo not given) | -10% | 2.9% | -16% | 10% | 13% | -6% | -7% | 0% | -1%
Cn1c(SCC(=O)Nc2ccccc2F)nnc1-c1cc2ccccc2o1 | 11% | 0.1% | 4% | 2% | -6% | -2% | -6% | 1% | 13%
Cc1cccc(OCc2nnc(SCc3nc4cc(C(F)(F)F)ccc4c(=O)[nH]3)o2)c1 | -5% | 1.5% | 1% | 14% | -41% | 4% | -15% | -14% | -14%
Cc1ccc(CNC(=S)Nc2cc(C(=O)O)ccc2C)cc1 | -7%[57.1 µM] | 2.9% | -5%[57.1 µM] | ? | 1% | -9% | -20% | 3% | 7%
CC(=O)C1=C(O)C(=CC=Cc2ccccc2)OC1=O | . | . | . | 16µM* | . | 13% | -24% | 1% | -21%
CC(/C=C/c1ccccc1)=N\NC(=O)c1ccc2c(c1)OCCO2 | -7% | 0.7% | -7% | 15% | -17% | 5% | -16% | ? | -11%
Cn1cnc2nc[nH]c2c1=S | -17% | . | -14% | -26% | 17% | -3% | -10% | 1% | 8%
Cc1ccccc1-n1c(SCC(=O)N/N=C/C=C/c2ccccc2[N+](=O)[O-])nc2ccccc2c1=O | 11% | 0.0% | 3% | 11% | -13% | 3% | -20% | 8% | 4%
O=C(Cn1c(-c2ccccc2)noc1=O)NCc1ccccc1 | 21% | 0.1% | 8% | 2% | -3% | 4% | -16% | 4% | -11%
CCN(C(=O)CSc1nc2ccccc2n1CC(=O)N(C)C1CCCCC1)c1ccccc1 | 17%[57.1 µM] | -5.7% | 8%[57.1 µM] | -13% | -4% | 4% | -1% | -2% | -9%
O=c1[nH]c(N2CCN(c3ccccc3)CC2)nc2c1CCC2 | 5% | 0.3% | -10%[57.1 µM] | -2% | -11% | 8% | -24% | 0% | -7%
CCN(C(=O)COC(=O)CC(C)c1ccccc1)c1c(N)n(Cc2ccccc2)c(=O)[nH]c1=O (stereo not given) | 9% | -0.1% | 2% | 24% | 3% | -2% | -6% | -3% | 5%
O=C(Cn1cnc2c(OCc3ccccc3)ncnc21)NCCCc1ccccc1 | 5% | . | -1% | -1% | 0% | -1% | -9% | 0% | 11%
Cc1ccc(-c2cc(NC(=O)COc3ccc(Cl)c(C)c3)on2)cc1 | 27% | 0.2% | 2% | -20% | 5% | 0% | ? | -1% | -3%
CN(C)C=NC(=O)c1[nH]c2ccc(Cl)cc2c1-c1ccccc1 | -24% | 5.9% | 15% | ? | -24% | 3% | -10% | -15% | 2%
CSc1ccccc1OCc1cc(C(=O)N2CCSCC2)no1 | -3% | -3.0% | -10% | 11% | 2% | 0% | -2% | -1% | -17%
O=C(Nc1ccnn1C1CCN(C/C=C/c2ccccc2)CC1)c1ccccc1 | -9% | 4.3% | -9% | -9% | -13% | 1% | -1% | 0% | 5%
Cc1cnc(C(=O)OCC(=O)Nc2cccc(C)c2C)cn1 | 13% | . | 4% | 22% | -1% | 3% | -5% | 0% | 5%
COc1ccc(N2CCN(CC(=O)Nc3nc4c(s3)CC(C)CC4)CC2)cc1 (stereo not given) | -9% | -0.4% | -8% | 478%[activator] | -28% | 9% | -5% | 7% | -3%
Cc1cccc(N=C2NC(=O)/C(=C/c3cccn3C)S2)c1 | 15% | 3.3% | -5% | 71%[activator] | 17% | 6% | -1% | ? | -11%
COc1cc(OC)nc(/N=C/N(C)C)n1 | 25%[57.1 µM] | 0.1% | 4%[57.1 µM] | 4% | 11% | 2% | -2% | 0% | -12%
O=c1cc(CO)oc(C(Nc2cccc(C(F)(F)F)c2)c2ccccn2)c1O (stereo not given) | -28% | 1.4% | 5% | ? | ? | 4% | ? | 4% | 1%
Cc1ccc(S(=O)(=O)N(C)c2cc(S(=O)(=O)Nc3ccncc3)c(C)cc2C)cc1 | 14% | 2.4% | 9% | -15% | 0% | -4% | -10% | -3% | 2%

Records listed above printed as active in 12-LOX inh.
structure	rTrxR1 inhibitor	TrxR1 substrate	12-LOX inh	RGS4 inhibitor	mIDH1 inhibitor	USP1 inh	Vif-APOBEC3G blk
CC(=O)C1=C(O)C(=CC=Cc2ccccc2)OC1=O	.	.	16µM*	.	13%	-24%	1%

More results
Molecule | rTrxR1 inhibitor | RXFP1 agonist | TrxR1 substrate | 12-LOX inh | RGS4 inhibitor | mIDH1 inhibitor | USP1 inh | Vif-APOBEC3G blk | Vif-APOBEC3F blk
O/N=C/c1cccnc1Sc1ccccc1 | 29%[57.1 µM] | 0.7% | 6%[57.1 µM] | -9% | -11% | 13% | -4% | -3% | 1%
Cc1ccc(NC(=O)COC(=O)/C=C/c2cccs2)cc1 | -1% | 0.2% | -4% | -21% | 0% | -3% | -12% | 1% | -1%
COc1cc(-c2noc(-c3cccs3)n2)cc(OC)c1OC | -8% | 1.6% | -11% | -20% | -19% | 2% | -13% | -5% | -2%
CC(NC(=O)C1CC1)c1ccc(-c2ccccc2)cc1 (stereo not given) | 24%[2.29 µM] | 3.1% | -9% | 6% | -12% | 8% | -11% | 1% | -4%
CSc1ncccc1C(=O)Nc1cccc(S(=O)(=O)N2CCOCC2)c1 | -11% | . | -6% | -9% | -3% | 2% | -24% | 2% | -4%
COc1ccc(N2CCN(c3nc4cc(C)ccc4cc3C=O)CC2)cc1 | 7% | 0.8% | 0% | -17% | -13% | 7% | -25% | 4% | 8%
C=CCC1c2cccc(C(=O)O)c2C(=O)N1c1ccc(F)cc1 (stereo not given) | 12% | 0.2% | -3% | 11% | 8% | 4% | 3% | 1% | 0%
O=c1nc(SCc2ccc(Cl)cc2)nc(-c2ccccc2)[nH]1 | 11%[57.1 µM] | -1.0% | -4% | 36%[activator] | -12% | 2% | -15% | -12% | -17%
CCc1ccc(NC(=O)C(=O)NCC2CCCO2)cc1 (stereo not given) | 8%[57.1 µM] | 0.2% | -8% | 0% | 2% | 2% | 10% | -5% | -5%
Cc1ccccc1CN1CCN(Cc2ccc3cccc(F)c3n2)CC1CCO (stereo not given) | 4% | 1.3% | 6% | -11% | 1% | -9% | -18% | 2% | 11%
O=C(O)C1OC(C(=O)O)C(C(=O)O)C1C(=O)O (stereo not given) | -16%[11.4 µM] | . | 7%[57.1 µM] | ? | 3% | -1% | 5% | 0% | 11%
CCCc1nc2sc3ccccc3c(=O)c2c(=O)n1Cc1ccccc1 | 42%[activator][57.1 µM] | . | -13%[57.1 µM] | 24% | -15% | 6% | -6% | -3% | -12%
CCCc1[nH]n(-c2ccc(F)cc2)c(=O)c1C=Nc1ccc(C)cc1 | 11% | 0.2% | 3% | -19% | 10% | 2% | 0% | -7% | -3%
CC(=C\C(=O)O)/C(=C/c1ccco1)C(=O)O | ? | -2.5% | -5% | ? | -23%[56.9 µM] | 0% | -22% | -2% | 1%
Cc1cc(C)cc(SCc2noc(C(=O)NCC3CCCO3)c2C(=O)O)c1 (stereo not given) | -7%[57.1 µM] | 0.4% | 1%[57.1 µM] | -6% | 11% | -14% | -35% | -5% | 3%
CC(=O)Nc1cccc(NC(=O)C(=O)c2cn(CC(=O)N3CCCCC3)c3ccccc23)c1 | 1%[57.1 µM] | 20% | -4%[57.1 µM] | -1% | -24% | -3% | -1% | -5% | -2%
CC1CCCC(NC(=O)c2cccc(S(=O)(=O)NCc3ccccc3)c2)C1C (stereo not given) | 18% | 0.3% | -7% | 116%[activator] | -7% | 0% | -18% | 1% | -3%
CN1CCN(c2ccc(NC(=O)COc3cccc4ccccc34)cc2)CC1 | 22% | -1.1% | 0% | 3% | -2% | 3% | 1% | 0% | -15%
CC1=C(C(=O)N(C(C)C)C(C)C)CC(CC(=O)NC2CCCC2)C(=O)N1Cc1ccccc1 (stereo not given) | . | . | . | ? | . | 9% | -4% | 2% | -7%
CCCc1cc(=O)[nH]c(SCC(=O)N2CCN(S(=O)(=O)c3ccc(C)cc3C)CC2)n1 | -4% | 0.0% | -9% | -11% | 6% | -1% | -10% | -1% | -6%
CC(=O)c1ccc(NC(=O)c2ccc(CNc3c(N4CCOCC4)c(=O)c3=O)cc2)cc1 | 14% | 5.0% | -2% | -4% | -10% | 1% | -6% | 2% | 0%
Cc1c(N=Cc2c(O)n(Cc3ccco3)c(=O)c3ccccc23)c(=O)n(-c2ccccc2)n1C | -2% | 0.3%&-2.1% | -12% | 9% | -17% | -1% | ? | -4% | 1%
Cc1cccc([C@@H]2[C@@H]3C(=O)N(Cc4ccccc4)C(=O)[C@@H]3[C@]3(C)C(=O)N(c4ccc(Br)cc4)C(=O)N23)c1 | 15%[57.1 µM] | -0.4% | 6%[57.1 µM] | . | -6% | -4% | -26% | -12% | 5%
O=C(CN1C(=O)CCc2cc(S(=O)(=O)N3CCOCC3)ccc21)Nc1cccc(Cl)c1 | 8%[57.1 µM] | 0.5% | 4%[57.1 µM] | -12% | -4% | 14% | -16% | -3% | 4%
CCc1ccc(OCc2cccc(C(=O)N/N=C\c3cnn(C)c3C)c2)cc1 | 18% | -0.7% | 4% | i | 12% | -4% | -3% | 3% | -8%

Assay outcomes (PubChem)

A portion of the library; rates above refer to the full screens.
